FN deposit inh: inhibitors of fibronectin matrix deposition, primary screen, AH1F cells, Alexa488-fibronectin fluorescence, plate reader | inhibition, % at 12.6 µM | AH1F fibroblasts, overnight | AID 743247, 2014 | 350,000 compounds, 0.086% hits;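 active = mean inhibition across replicates of 30% or more, regardless of how many single replicates reach that level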;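 also: positive control wells lacked labelled fibronectin entirely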
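test system = AH1F fibroblasts assembling fluorescent fibronectin matrix | quantity = 10000 AH1F cells per well | buffer or medium = DMEM plus 2% serum, read in PBS | doses = single dose, pinned | incubation = 1 h cell attachment, overnight exposure to compound and label | detection = fluorescence at 485 nm excitation, 525 nm emission | read-out basis = inhibition from reduced deposited-fibronectin fluorescence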
PGC1a acetyl inh: inhibitors of PGC1a acetylation signal, primary screen, cell-based, U2OS, AlphaScreen, inhibitor mode | 350,000 compounds, 0.17% hits | AlphaScreen anti-acetyl-lysine; with virally co-expressed GCN5 acetyltransferase | inhibition, % at 15.6 µM | AID 651687, 2012;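 active = every replicate shows inhibition of at least 40%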;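 also: 0% = neutral control wells and 100% = positive control wells; some results beyond the cut were filed as inactive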
PAX8 reporter: inhibitors of PAX8-driven TPO luciferase reporter, primary screen, RMG-I cells, single concentration; SteadyGlo, 24 h; inhibition, % at 12.6 µM; 360,000 compounds, 1.2% hits; AID 652154, 2013;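 active = mean replicate inhibition at least 60% with every replicate also reaching 60%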;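 also: luciferase light reporting Pax8 driven TPO promoter activity; plate controls were median of neutral control wells for no effect and mitoxantrone controls for full effect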
Cneo AK release: Cryptococcus neoformans cell lysis inducers, primary screen, AK release luminescence, single concentration | C. neoformans lysis, adenylate kinase release luminescence, 4 h; normalised: neutral wells 0, clomiphene wells 100 | lysis activity, % at 15 µM | 360,000 compounds, 0.2% hits | AID 651654, 2012;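 active = mean lysis activity across replicates of at least 80%, whatever share of replicates individually reach that level; inactive = mean lysis activity below 80%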
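Material: C. neoformans cells | Amount: Yeast cell density of 5 × 10^6 cells/mL | Medium: Fresh YPD growth medium | Dosing: Single dose | Times: Static 4 h at 37 °C with compound, 1 h detection | Detection: AK luminescence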
Casp6 inh: human caspase-6 inhibitors, primary screen, biochemical, VEID-R110 fluorescence, single point, set 2; P55212; purified caspase-6, Z-VEID-R110 cleavage fluorescence; inhibition, % at 12.5 µM; 350,000 compounds, 0.53% hits;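 active = mean inhibition across replicates at least about 35%, with every replicate also reaching that limit, limit read from the data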;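 also: 0% = median of neutral control wells and 100% = no fluorescence left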
Target sequence (P55212 24-179 limits assumed): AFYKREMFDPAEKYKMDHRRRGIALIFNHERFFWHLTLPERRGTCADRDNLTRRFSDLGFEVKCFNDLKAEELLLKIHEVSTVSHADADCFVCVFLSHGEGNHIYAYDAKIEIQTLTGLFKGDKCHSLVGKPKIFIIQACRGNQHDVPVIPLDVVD
Target sequence (P55212 194-293 limits assumed): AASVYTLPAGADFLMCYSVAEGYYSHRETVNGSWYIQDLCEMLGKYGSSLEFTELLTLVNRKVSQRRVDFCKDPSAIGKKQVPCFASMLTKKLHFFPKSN
LGR2 inh: inhibitors of bursicon-induced LGR2 CRE-luciferase signal, primary screen, cell-based, HEK293, CRE-luciferase reporter, bursicon stimulation; AID 720647, 2013; inhibition, % at 9.99 µM; bursicon-stimulated, 4 h; 380,000 compounds, 0.35% hits;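 active = drop in luminescence signal, shown as inhibition above about 50% in the replicate tests, limit read from the data, passing the limit was not always enough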;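 also: agonist challenge used bursicon conditioned medium at about half maximal strength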
EWS-Fli block: EWS/Fli-driven NR0B1 reporter inhibitors, primary screen, A673 cells, NR0B1 luciferase, luminescence, MLPCN library; viability-normalised; inhibition, % at 12.6 µM; 350,000 compounds, 0.67% hits; AID 651661, 2012;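 active = mean inhibition of at least 50% after viability correction, with every replicate also passing that limit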;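 also: firefly luciferase signal divided by Alamar Blue viability fluorescence both relative to DMSO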
miR122 inh: miR-122 Renilla sensor signal increase in Huh7, primary screen, miR-122 inhibitor project, cell-based, single point, plate reader; 340,000 compounds, 0.3% hits; Huh7 miR-122 Renilla luciferase sensor, 48 h; neutral wells = 0, positive control = 100; activation (reporter increase), % at 12.5 µM;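 active = mean replicate activation score at least 90 and every replicate individually at or above 90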;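 also: higher luciferase means less miR-122 activity so hits act as miR-122 inhibitors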
Starred values were filed as active, the others as inactive; . = no result given; & = joins results of further samples; [ ] = another dose, or the depositor's remark. An unsorted share of the library (roughly 2.5% active in at least one column).

Molecule | EWS-Fli block | miR122 inh | PAX8 reporter | Cneo AK release | FN deposit inh | Casp6 inh | LGR2 inh | PGC1a acetyl inh
Cc1ccc(F)c(NC(=O)/C(C#N)=C(\O)c2ccc(C(C)(C)C)cc2)c1 | -42 | . | -15 | . | -1 | 11 | -29 | .
CC(C)CCN1CCN(Cc2cc3ccccc3[nH]2)CC1CCO (configuration not stated) | 1 | -7 | 25 | -1 | 5 | -2 | 4 | 10
COc1ccccc1NC(=O)N1CCc2[nH]c3ccc(Cl)cc3c2C1 | . | 7 | . | -3 | 3 | . | . | 8
COCCNC(=O)[C@H]1[C@H](CO)[C@H]2Cn3c(ccc(C4=CCCCC4)c3=O)[C@@H]1N2C(=O)C1CCCC1 | -17 | . | -8 | . | . | 1 | 8 | .
COc1cc2c(cc1OC)C(c1cc3cc(C)ccc3[nH]c1=O)N(C(=O)c1ccco1)CC2 (configuration not stated) | 16 | 2 | 3 | -1 | 7 | 5 | -16 | .
O=C(C[C@H]1CC[C@@H]2[C@H](COC[C@@H](O)CN2C(=O)C2CC2)O1)NCc1ccccc1Cl | -13&-6 | 3[16.7 µM] | -13&-13 | -3 | -4&-3 | 2&5 | 18&-8 | 2
Nc1ccc2c(c1)C(=O)c1cc([N+](=O)[O-])ccc1-2 | -5 | -7 | -7 | 2 | 9 | -2 | . | 5
CCC(=O)N(Cc1cc2cc(OC)ccc2[nH]c1=O)c1ccc(C)cc1C | . | -6 | . | -6 | 2 | . | . | -2
O=C(C[C@@H]1C[C@@H]2c3cc(NC(=O)Nc4ccc(C(F)(F)F)cc4)ccc3O[C@@H]2[C@@H](CO)O1)NCc1ccc(Cl)cc1 | -2 | 7[16.7 µM] | 20 | -2 | . | 0 | -15 | -8
CC(C(=O)Nc1ccc(C#N)cc1)N(C)CC(=O)Nc1cccc(F)c1 (configuration not stated) | -5 | 12 | -20 | 1 | 9 | -2 | 6 | -6
CCC(=O)Nc1ccc2c(c1)OC[C@@H](C)N(C(=O)CN1CCOCC1)C[C@@H](C)[C@H](OC)CN(C)C2=O | 10 | 5[16.7 µM] | -3 | 52 | -22 | -3 | -4 | .
O=C(Cc1cccnc1)N1CC(=O)N2[C@H](C1)[C@@H](c1ccc(/C=C/c3ccccc3)cc1)[C@@H]2CO | 8 | . | 7 | . | -8 | 3 | -6 | -6
CCOc1ccc(CCNC(=O)c2ccccc2OCc2c(C)noc2C)cc1OCC | -2 | . | 13 | . | 9 | 2 | 0 | .
COc1ccccc1N1CCN(C(=O)CSc2ncnc3scc(-c4ccccc4)c23)CC1 | . | -5 | 14 | 1 | -3 | . | -8 | 14
CN(C)c1ccnc2c[cH-]cc12.[Fe].c1ccc(-[c-]2[c-](-c3ccccc3)[c-](-c3ccccc3)[c-](-c3ccccc3)[c-]2-c2ccccc2)cc1 (configuration not stated) | 17&4 | -1&5 | 8&2 | 2&11 | 6&5 | -1&1 | 9 | 1&7
O=C(Cc1ccc(Br)cc1)NCCc1ccc(Cl)cc1Cl | . | -19 | 11 | 9 | 8 | . | 5 | -7
Nc1cccc2c1C(=O)N(CC(=O)NC13CC4CC(CC(C4)C1)C3)C2=O | 4 | -4 | 21 | . | 4 | -5 | 18 | -13
Cc1noc(C)c1S(=O)(=O)Nc1ccc2c(c1)CC(=O)N([C@@H](C)CO)C[C@@H](C)[C@H](CN(C)C(=O)Nc1ccc(F)cc1)O2 | 2 | -4[16.7 µM] | 2 | -5 | -3 | 1 | -23 | 0
COc1ccccc1CNC(=O)c1ccc(NC2=NC3CS(=O)(=O)CC3S2)cc1 (configuration not stated) | . | 1 | -13 | -2 | -3 | 19 | 2 | -4
COC(=O)CS(=O)(=O)c1cccc2cccnc12 | 13 | . | -6 | . | 5 | 10 | 9 | .
CN1C(=O)c2cc(NC(=O)C3CCOCC3)ccc2OC[C@@H]2O[C@H](CC(=O)NCCc3ccncc3)CC[C@@H]21 | 2 | . | -11 | -2 | 5 | -5 | 19 | .
O=C(CNCc1ccc(Cl)cc1)Nc1ccc(C(=O)N2CCCCCC2)cc1 | -4 | 2 | 3 | 0 | 7 | -1 | -14 | -5
COCCn1cnnc1SCC(=O)c1ccc(S(=O)(=O)N2CCCC2)cc1 | . | -5 | 15 | 1 | 6 | . | . | 16
Cc1onc(-c2c(Cl)cccc2Cl)c1NC(=O)NN(C)c1ccc([N+](=O)[O-])cn1 | -1 | 12 | -18 | -1 | -2 | -2 | -1 | .
CCOc1ncccc1C(=O)OCC(=O)NC1CC1 | 4 | 1 | -4 | -7 | -10 | 1 | 1 | -5
O=C(CSc1nccc(=O)[nH]1)Nc1ccc2ccccc2c1 | 4 | 6 | 28 | 1 | -9 | 6 | 6 | -2
COc1cc(C(=O)NNC(=O)c2cc(C)[nH]n2)cc(OC)c1OC | -1 | . | -10 | . | 15 | -1 | -28 | -8
Cc1cc(C)n(-c2ccc(C(=O)N3CC(C)OC(C)C3)cc2)n1 (configuration not stated) | -16 | . | 10 | . | . | -17 | 15 | 7
CCCCCCCCCCCCN1[C@@H](CC(=O)O)c2cc(C(F)(F)F)ccc2S1(=O)=O | 9 | -1 | -16 | -5 | -3 | 26 | -20 | -1
Cc1ccc(S(=O)(=O)N(Cc2nccn2C)C(C)C)cc1 | . | 1 | -7 | 0 | 4 | . | . | -28

Grouped by structure: those above containing a nitro group on carbon
Molecule | EWS-Fli block | miR122 inh | PAX8 reporter | Cneo AK release | FN deposit inh | Casp6 inh | LGR2 inh | PGC1a acetyl inh
Nc1ccc2c(c1)C(=O)c1cc([N+](=O)[O-])ccc1-2 | -5 | -7 | -7 | 2 | 9 | -2 | . | 5
Cc1onc(-c2c(Cl)cccc2Cl)c1NC(=O)NN(C)c1ccc([N+](=O)[O-])cn1 | -1 | 12 | -18 | -1 | -2 | -2 | -1 | .

Continuation.
Molecule | EWS-Fli block | miR122 inh | PAX8 reporter | Cneo AK release | FN deposit inh | Casp6 inh | LGR2 inh | PGC1a acetyl inh
COc1ccc(NC(=O)N(C)C[C@H]2Oc3ccc(NC(=O)C4CC4)cc3CC(=O)N([C@H](C)CO)C[C@H]2C)cc1 | -6 | 3[16.7 µM] | -16 | -4 | . | . | 16 | 1
COc1ccc(S(=O)(=O)N2CCN(C(=O)c3cc(C)on3)CC2)cc1 | 9 | 10 | 7 | 0 | -1 | -1 | -11 | -16
CCC(C)OC(=O)C[N+](C)(C)CCOC1CC2CCC1(C)C2(C)C (configuration not stated) | 18 | 3 | 34 | -5 | 5 | 4 | 6 | -6
COC(=O)CCN1CCc2cc(N=Nc3ccc([N+](=O)[O-])cc3)ccc21 | -89 | -4 | -80 | 1 | 3 | 2 | -81 | 2
Cn1c(CCN2CCN(c3ccccn3)CC2)nc2cc(NC(=O)COc3ccccc3)ccc21 | . | 8 | 66* | -2 | -3 | -3 | 8 | 6
O=C(Nc1cccc(C(F)(F)F)c1)OCCN1CCN(Cc2ccccc2)CCC1=O | 4 | -4 | 17 | -1 | -4 | -1 | -1 | 3
O=C(COC(=O)c1ccc2c(c1)OCO2)Nc1ncc(Cl)cc1Cl | 6 | . | -15 | . | 3 | -1 | -3 | .
C[C@H](CO)N1C[C@H](C)[C@H](CN(C)C(=O)Nc2ccc(F)cc2)Oc2ccc(NC(=O)C3CC3)cc2CC1=O | -9 | 3[16.7 µM] | 1 | -2 | . | -1 | 0 | .
Cc1nnc(SCc2cccc([N+](=O)[O-])c2)o1 | 5 | -3 | 3 | -1 | . | 7 | -18 | -12
CC(=O)C1C(c2ccc(Cl)cc2)c2c(noc2C)CC1(C)O (configuration not stated) | 1 | 5 | 13 | 3 | -17 | 3 | -7 | 2
Cc1ccc(OCc2cc(C(=O)N3CCc4[nH]cnc4C3c3ccccn3)no2)cc1C (configuration not stated) | . | 10 | -3 | 5 | -25 | 0 | 11 | -1
Nc1ccn([C@@H]2O[C@H](CNC(=O)[C@@H](N)CSCc3ccccc3)[C@@H](O)[C@H]2O)c(=O)n1 | -3 | -4 | -23 | 8 | 4 | -2 | 8 | 3
COCCN(C(=O)CSc1nnc(-c2ccc(C(C)(C)C)cc2)n1N)c1c(N)n(CC(C)C)c(=O)[nH]c1=O | 10 | -7 | -10 | . | 1 | -1 | 9 | 1
Cc1ccccc1N1C(=O)CC2(CCCC2)CC1=O | 2 | -5 | -8 | 4 | . | 0 | -1 | 3
COc1ccc(CN(CC(O)COCc2ccccc2)S(=O)(=O)c2ccccc2Br)cc1 (configuration not stated) | 2 | -4 | 8 | 4 | 1 | 1 | 10 | -1
COC(=O)c1ccc(-c2ccc(C(c3c(C)[nH][nH]c3=O)c3c(C)[nH][nH]c3=O)o2)cc1 | 4 | -7 | 28 | . | 0 | 40* | -3 | 7
O=C(Nc1ccccc1)OCCCCCOC(=O)Nc1ccccc1 | -3 | 5 | 8 | 3 | -2 | 0 | 23 | 1
O=C(C[C@@H]1C=C[C@@H](NS(=O)(=O)c2ccccc2F)[C@@H](CO)O1)NCCCN1CCOCC1 | . | . | . | -2 | -2 | 0 | 5 | 1

Record cards (already shown).
O=C(CSc1nccc(=O)[nH]1)Nc1ccc2ccccc2c1 is listed as EWS-Fli block = 4; miR122 inh = 6; PAX8 reporter = 28; Cneo AK release = 1; FN deposit inh = -9; Casp6 inh = 6; LGR2 inh = 6; PGC1a acetyl inh = -2
C[C@H](CO)N1C[C@H](C)[C@H](CN(C)C(=O)Nc2ccc(F)cc2)Oc2ccc(NC(=O)C3CC3)cc2CC1=O is listed as EWS-Fli block = -9; miR122 inh = 3[16.7 µM]; PAX8 reporter = 1; Cneo AK release = -2; FN deposit inh = .; Casp6 inh = -1; LGR2 inh = 0; PGC1a acetyl inh = .
Cc1noc(C)c1S(=O)(=O)Nc1ccc2c(c1)CC(=O)N([C@@H](C)CO)C[C@@H](C)[C@H](CN(C)C(=O)Nc1ccc(F)cc1)O2 is listed as EWS-Fli block = 2; miR122 inh = -4[16.7 µM]; PAX8 reporter = 2; Cneo AK release = -5; FN deposit inh = -3; Casp6 inh = 1; LGR2 inh = -23; PGC1a acetyl inh = 0

With a hit mark in Casp6 inh, of those listed so far:
| structure | miR122 inh | Casp6 inh | LGR2 inh | PGC1a acetyl inh |
| --- | --- | --- | --- | --- |
| COC(=O)c1ccc(-c2ccc(C(c3c(C)[nH][nH]c3=O)c3c(C)[nH][nH]c3=O)o2)cc1 | -7 | 40* | -3 | 7 |

Assay outcomes as filed in PubChem BioAssay.
